# BoNT F protease: blocks Botulinum neurotoxin F light chain protease | actives 0.22% (n = 360,000) | Multiplex microsphere protease cleavage assay, flow cytometry | inhibition, % at 10 µM | AID 588497; in the data active = inhibition above about 35%, passing the limit was not always enough; inconclusive = no clear call, values can overlap the other calls; also: plate controls were buffer without enzyme for full effect and enzyme alone for no effect
# Y pestis TopoI: Y. pestis Topo-I inhibition via cleavage products; Y. pestis Topo-I cleavage product accumulation, plate reader; activity, % at 10 µM; actives 0.064% (n = 360,000); in the data active = activity above about 50%, passing the limit was not always enough; inconclusive = no clear call, values can overlap the other calls; also: inactives centre near 2
# TcdB GH inh: inhibitors of Clostridioides difficile toxin B glycohydrolase. inhibition, % at 9.99 µM. AID 652162. P18177. TcdB glycohydrolase enzymatic assay, plate reader. actives 0.24% (n = 350,000); in the data active = inhibition above about 10%
# BoNT-A LC inh2: inhibitors of Botulinum neurotoxin A light chain protease | multiplex microsphere protease substrate cleavage, flow cytometry | inhibition, % at 10 µM | actives 0.17% (n = 360,000); also: plate controls were buffer without enzyme for full effect and enzyme alone for no effect
# FadD28 binding: M. tuberculosis FadD28 bisubstrate binding inhibition; FadD28 bisubstrate probe binding, fluorescence polarization; inhibition, % at 12.5 µM; actives 0.22% (n = 360,000); in the data active = inhibition above about 8.5%, passing the limit was not always enough; inconclusive = no clear call, values can overlap the other calls
# Anthrax LF prot: blocks Bacillus anthracis lethal factor protease. inhibition, % at 10 µM. multiplex microsphere protease cleavage assay, LF. AID 588501. actives 0.12% (n = 360,000); also: plate controls were buffer without enzyme for full effect and enzyme alone for no effect
# Target sequence (P15917 whole entry, looked up): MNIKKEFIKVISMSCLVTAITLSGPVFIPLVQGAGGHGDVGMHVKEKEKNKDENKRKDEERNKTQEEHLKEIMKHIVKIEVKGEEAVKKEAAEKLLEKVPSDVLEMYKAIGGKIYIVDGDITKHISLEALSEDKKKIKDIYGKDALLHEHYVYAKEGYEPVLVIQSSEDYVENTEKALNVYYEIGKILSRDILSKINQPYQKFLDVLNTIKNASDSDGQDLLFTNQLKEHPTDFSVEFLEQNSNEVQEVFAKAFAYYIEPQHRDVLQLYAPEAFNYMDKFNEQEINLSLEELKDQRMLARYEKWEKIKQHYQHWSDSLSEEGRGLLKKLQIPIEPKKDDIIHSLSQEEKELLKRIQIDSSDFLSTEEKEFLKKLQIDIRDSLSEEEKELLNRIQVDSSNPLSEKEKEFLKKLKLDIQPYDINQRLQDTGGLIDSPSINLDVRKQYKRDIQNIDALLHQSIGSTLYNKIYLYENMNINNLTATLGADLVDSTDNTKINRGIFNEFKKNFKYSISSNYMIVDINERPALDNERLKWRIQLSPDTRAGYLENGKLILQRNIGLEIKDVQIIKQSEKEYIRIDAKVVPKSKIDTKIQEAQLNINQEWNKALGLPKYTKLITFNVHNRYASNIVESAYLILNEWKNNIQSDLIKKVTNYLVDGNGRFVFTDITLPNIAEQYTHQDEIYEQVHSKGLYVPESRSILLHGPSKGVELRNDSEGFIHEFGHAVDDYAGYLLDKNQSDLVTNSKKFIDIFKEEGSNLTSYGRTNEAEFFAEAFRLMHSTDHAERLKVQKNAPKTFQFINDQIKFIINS
# CCHFV vOTU inh: CCHFV vOTU protease inhibition; inhibition, % at 11.5 µM; Pep-AMC fluorescence; actives 0.55% (n = 370,000); in the data active = inhibition above about 30%; also: 0% = vehicle wells with enzyme and 100% = no enzyme wells
# PrPC surface inh: reduces human prion protein on the cell surface; P04156; cell surface PrPC, TR-FRET read-out; inhibition, % at 13.8 µM; actives 0.43% (n = 370,000); AID 720596; in the data active = inhibition above about 24%; also: 0% = median of the test wells and 100% = reference compound wells
# PfHsp40 yeast: compounds rescuing yeast from Plasmodium falciparum HSP40 toxicity | S. cerevisiae expressing PfHsp40, growth rescue, ATP luminescence | growth rescue, % at 12.5 µM | actives 0.68% (n = 340,000); in the data active = growth rescue above about 28%, passing the limit was not always enough; inconclusive = no clear call, values can overlap the other calls;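 also: yeast W303a lacking pdr1 and pdr3 grown in galactose medium; growth measured after three days at 30 °C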
# Active calls of the source: *; u = inconclusive; x = no result given. Rule as the data show it, unless noted: active = inhibition above about 30%; inconclusive = no clear call, values can overlap the other calls; inactive = below that.
SMILES,BoNT F protease,Y pestis TopoI,TcdB GH inh,BoNT-A LC inh2,FadD28 binding,Anthrax LF prot,CCHFV vOTU inh,PrPC surface inh,PfHsp40 yeast
OC(CNC1CCCC1)COc1ccccc1Br (stereo not drawn),4,4,-6.6,2.8,1.6,6,-6,9,-0.7
COCCNC(=O)CN(C(=O)CCC(=O)Nc1ccccn1)c1ccc(C)c(C)c1,u,3,1.2,-4.1,-1.4,-4,-13,-1,0.6
COc1ccc(/C=C(\NC(=O)c2cccs2)C(=O)NCc2ccco2)cc1OC,-6,0,-0.4,-0.2,-0.7,0,-4,-1,x
Cc1cc(F)ccc1C(O)c1ncc(-c2ccc3ccccc3c2)[nH]1 (stereo not drawn),-1,-12,0.2,-0.2,-2.8,-6,-3,-6,x
O=C(CCc1ccccc1)N1CCN(C(=O)CCc2ccccc2)CC1,-3,19,0.3,0.2,-0.5,-5,11,-16,1.7
COc1ccc(OC)c(CCNC(=O)CCc2nnc3ccc(N4CCOCC4)nn23)c1,10,-6,0.1,2.6,0.6,-5,-10,6,0.7
Nn1c(Cc2cccc3ccccc23)nnc1SCc1c(Cl)cccc1Cl,-3,-1,x,0.3,-5.8,-1,-2,6,0.7
CN1CCC(C(=O)N2CCCC(C(=O)c3ccc4c5c(cccc35)CC4)C2)CC1 (stereo not drawn),-3,-3,-0.3,4.6,-2.2,1,-22,-6,0.7
O=C(c1cccc(NS(=O)(=O)c2ccc(Br)cc2)c1)N1CCN(c2ccccc2O)CC1,x,-16,-0.1,x,-1.4,x,5,8,0.5
Brc1ccc(-n2cccc2/C=N/n2cnnc2)cc1,-1,-2,x,0.0,-3.4,0,12,-6,-0.7
CCCCn1c(NC(=O)c2ccccc2Cl)c(C#N)c2nc3ccccc3nc21,-30,20,x,9.9,4.4,-2,9,3,1.2
Cc1cc(NC(=O)NC2CCCN2S(=O)(=O)c2ccc(Cl)cc2)no1 (stereo not drawn),6,1,x,0.1,-1.2,-3,-4,0,-0.3
CCN(c1ccccc1)S(=O)(=O)c1ccc(Cl)c(C(=O)NCCc2ccc(OC)cc2)c1,2,8,x,0.0,-4.4,0,-11,2,0.5
COc1ccc2c(c1)C(=O)N(c1ccccc1OC)C(=O)C2(C)C,-2,-9,x,-0.1,-2.0,6,-3,1,-0.3
CN1CCS/C1=C/C=C1\SC(=S)N(CC(=O)O)C1=O,-6,-6,0.1,0.4,-1.4,-2,35*,-54,0.2
COc1ccc(CCn2c(SCCN3CCCCC3)nc3ccccc3c2=O)cc1OC,2,22,1.0,-0.5,-5.2,-3,0,-6,0.1
Cn1cnnc1SCC(=O)Nc1ccc(OC(F)F)cc1,2,-6,1.0,-0.3,-3.0,-6,-8,-6,-2.0
COc1cc(NCc2ccccc2)c2ncn(Cc3ccccc3)c2c1,-13,-6,0.8,-1.0,-0.6,-7,19,11,1.9
CC(=O)O[C@@H]1C[C@@]2(C)[C@@H](CC[C@H]2[C@@H](C)/C=C\CC(C)C)C2=C[C@@H](O)[C@@]3(O)C[C@@H](O)[C@H](O)C[C@]3(CO)[C@]21O,-4,21,1.7,-0.7,-3.2,-2,-10,10,x
CCN(CCNC(=O)C1CCN(S(=O)(=O)c2cccc3nsnc23)CC1)c1ccccc1,-103,0,x,-7.1,-0.4,-1,6,-12,0.9
CC(C)(C)Cc1cc(N)on1,1,-1,x,0.8,2.8,0,9,1,0.0
O=c1[nH]c(=S)n(-c2ccccc2)c(O)c1C=NCCN1CCNCC1,-16,2,-0.1,1.7,-2.0,-4,15,-7,-0.8
Cc1ccc(NC(=O)N2CCCCCC2)c(C)c1,6,7,-0.1,-0.1,-4.2,3,8,4,0.7
Oc1ccc(/C=N/NC(=S)Nc2cccnc2)cc1O,-3,-14,26*,-0.6,-0.7,-1,15,-4,0.6
CCOc1ccc(OCCCN(C)C)cc1,17,1,x,-1.3,1.0,-9,6,9,-1.2
C[C@@H](NC(=O)Cn1ccc(NC(=O)OCc2ccccc2)nc1=O)c1cccc2ccccc12,-1,u,-0.6,0.7,-1.1,-1,-11,-2,1.0
O=S1(=O)c2c(F)cccc2OC(COCc2ccccc2)CN1C1CCCC1 (stereo not drawn),-1,39,1.8,0.0,-4.7,0,6,16,3.2
O=C(CSc1n[nH]c(-c2ccc(S(=O)(=O)N3CCCCC3)cc2)n1)Nc1nccs1,2,-2,x,-0.6,0.4,-5,-6,6,-0.2
Cc1cccc(Cn2c(=O)c3c(nc4n3CCN4Cc3ccco3)n(C)c2=O)c1,-5,2,x,0.6,-2.0,3,-2,17,-0.3
CC(=O)Nc1cccc(NC(=O)CCCC2CCCCC2)c1,1,22,1.2,2.9,-1.4,-2,7,4,0.4
Cc1cc(Cl)c2oc(C(=O)N3CCN(c4cnccn4)CC3)c(C)c2c1,-4,33,1.7,-0.3,-5.2,-8,6,8,x
C=CCSC(=S)NC1CCS(=O)(=O)C1 (stereo not drawn),2,-2,0.4,0.8,-3.0,0,1,6,-1.3
CCCCCn1c(=NC(=O)c2cccnc2)c(C#N)cc2c(=O)n3cccc(C)c3nc21,1,5,0.5,10,-2.8,-2,-19,-9,-0.5
O=C(NCC1CCCO1)C1CCC(=O)N1CCc1ccccc1 (stereo not drawn),-10,-3,x,-0.8,-2.0,2,-4,3,-0.4
Cc1cccc(NC(=S)NCC2CCCO2)c1 (stereo not drawn),0,5,x,0.1,-3.8,1,13,-6,0.5
CC(C)(C)NC(=O)c1cccc(NC(=O)c2ccco2)c1,-14,-2,x,-0.6,-0.8,-2,13,8,-0.6
COc1ccc(NC(=O)/C(C#N)=C/c2c(C)nn(-c3ccc(F)cc3)c2Cl)cc1OC,-3,11,0.7,0.5,-2.1,0,-4,3,-0.7
Cc1ccccc1-n1c(SCC(=O)Nc2cccc3ccccc23)nc(O)cc1=O,0,6,1.4,1.1,-0.1,0,33*,-7,0.9
C/C(=N/NC(=O)CNC(=O)Cc1ccccc1)c1ccco1,1,-5,-1.7,-0.5,-2.1,1,7,-2,0.5
COc1ccc(F)cc1C(=O)C1CCCN(C(=O)CCc2ccccn2)C1 (stereo not drawn),-2,7,-3.7,0.5,-0.9,2,33*,9,-0.9
O=C(Nn1cnnc1)c1ccc([N+](=O)[O-])cc1Cl,-11,2,1.6,-1.2,-2.9,-5,11,-15,-0.1
Cc1ccc(CNC(=O)c2ccc(Cn3nc(C)cc3C)o2)cc1,4,-7,-5.5,0.2,-1.9,2,7,-2,-0.2
Cc1cc(N2CCN(c3ccccc3F)CC2)nc2cc(O)ccc12,12,10,5.1,0.7,1.4,-1,-18,11,-1.6
Cc1ccsc1/C=C1\SC(N2CC(C)OC(C)C2)=NC1=O (stereo not drawn),10,7,x,1.0,-3.0,2,18,-13,-1.3
CCN(CC(=O)Nc1ccc(N2CCOCC2)cc1)C(=O)c1ccc(C(F)(F)F)cc1,-3,-7,-2.0,-0.1,2.4,-2,-6,11,-1.1
Cc1cccc(C(=O)NC(CC(=O)O)c2ccc(OC3CCCC3)cc2)c1[N+](=O)[O-] (stereo not drawn),0,8,0.1,-0.8,-1.3,9,5,-3,-0.4
CCC(C)n1c(SCC(=O)NC2CCCC2)nc2ccccc2c1=O (stereo not drawn),-7,8,1.0,-2.1,-5.2,-2,4,-2,1.5
CCNC(=O)C1(C)CCCN1C(=O)c1ccc(F)c(Cl)c1 (stereo not drawn),3,5,-0.2,-0.3,-3.8,1,-8,6,x

# 9 of the compounds above, with bars between the fields:
mol | BoNT F protease | Y pestis TopoI | TcdB GH inh | BoNT-A LC inh2 | FadD28 binding | Anthrax LF prot | CCHFV vOTU inh | PrPC surface inh | PfHsp40 yeast
COc1ccc(F)cc1C(=O)C1CCCN(C(=O)CCc2ccccn2)C1 (stereo not drawn) | -2 | 7 | -3.7 | 0.5 | -0.9 | 2 | 33* | 9 | -0.9
O=C(Nn1cnnc1)c1ccc([N+](=O)[O-])cc1Cl | -11 | 2 | 1.6 | -1.2 | -2.9 | -5 | 11 | -15 | -0.1
Cc1ccc(CNC(=O)c2ccc(Cn3nc(C)cc3C)o2)cc1 | 4 | -7 | -5.5 | 0.2 | -1.9 | 2 | 7 | -2 | -0.2
Cc1cc(N2CCN(c3ccccc3F)CC2)nc2cc(O)ccc12 | 12 | 10 | 5.1 | 0.7 | 1.4 | -1 | -18 | 11 | -1.6
Cc1ccsc1/C=C1\SC(N2CC(C)OC(C)C2)=NC1=O (stereo not drawn) | 10 | 7 | x | 1.0 | -3.0 | 2 | 18 | -13 | -1.3
CCN(CC(=O)Nc1ccc(N2CCOCC2)cc1)C(=O)c1ccc(C(F)(F)F)cc1 | -3 | -7 | -2.0 | -0.1 | 2.4 | -2 | -6 | 11 | -1.1
Cc1cccc(C(=O)NC(CC(=O)O)c2ccc(OC3CCCC3)cc2)c1[N+](=O)[O-] (stereo not drawn) | 0 | 8 | 0.1 | -0.8 | -1.3 | 9 | 5 | -3 | -0.4
CCC(C)n1c(SCC(=O)NC2CCCC2)nc2ccccc2c1=O (stereo not drawn) | -7 | 8 | 1.0 | -2.1 | -5.2 | -2 | 4 | -2 | 1.5
CCNC(=O)C1(C)CCCN1C(=O)c1ccc(F)c(Cl)c1 (stereo not drawn) | 3 | 5 | -0.2 | -0.3 | -3.8 | 1 | -8 | 6 | x

# Continued.
SMILES,BoNT F protease,Y pestis TopoI,TcdB GH inh,BoNT-A LC inh2,FadD28 binding,Anthrax LF prot,CCHFV vOTU inh,PrPC surface inh,PfHsp40 yeast
Cc1ccc(N(CC(=O)NCc2ccco2)S(=O)(=O)c2ccccc2)cc1,4,-1,x,-0.4,-2.5,-2,3,4,-1.4
CC1Sc2ccc(S(=O)(=O)CCC(=O)NCc3ccccc3Cl)cc2NC1=O (stereo not drawn),4,17,x,-0.4,-4.1,1,x,x,-0.7
COc1ccc(OC)c(NC(=O)CCNC(=O)N2CC(=O)Nc3ccccc32)c1,0,0,0.5,0.1,-2.0,-7,-10,-4,x
CC(C)(O)C(=O)N/N=C\c1ccc(OC/C=C/c2ccccc2)cc1,-4,-6,1.6,0.6,0.6,0,8,0,0.4
CCCC/C(C)=N/NC(=O)C(=O)NCCc1ccccc1,-3,-7,x,0.6,-1.6,2,6,1,-0.7
Cc1cccc(CN2[C@H](CO)C=CS2(=O)=O)c1,-13,x,-0.7,-1.3,-2.6,0,-7,-3,x
Cc1cc(OCC(=O)Nc2ccccc2N2CCOCC2)c(C(C)C)cc1Cl,-1,32,-0.6,-0.5,-0.8,4,2,4,0.7
Cn1c2ccccc2c2nnc(SCC(=O)NC3CCCC3)nc21,9,3,0.5,-2.0,1.4,-6,13,0,-0.3
O=C(C1CCC(=O)N1Cc1ccccc1Cl)N1CCN(c2cccc(Cl)c2)CC1 (stereo not drawn),0,6,x,-0.6,-0.8,-3,-5,-4,1.1
O=C(Oc1cccccc1=O)c1ccccc1,-2,-10,1.7,-1.1,-1.6,1,2,-8,-0.1
CC(=O)c1ccc(Oc2ncnc3sccc23)c(CN2CCOCC2)c1,-9,-8,x,0.6,1.3,-10,-3,7,0.2
O=C(Nc1ccc(S(=O)(=O)Nc2cnc3ccccc3n2)cc1)c1cccc(OC(F)F)c1,-2,9,-0.6,0.4,-4.7,5,18,-1,-0.5
COc1ccc(/C=C2\C(=N)N3N=C(CC(=O)N4CCCCC4)SC3=NC2=O)cc1,-9,3,0.8,-3.0,-5.0,-4,-1,0,-0.1
COC(=O)C1CCN(C(=O)c2ccc(OC)c(S(=O)(=O)N3CCCc4ccccc43)c2)CC1,0,7,0.6,-0.4,x,4,8,-5,0.4
COc1ccc2cc(/C=C3\SC(=S)NC3=O)c(N3CCOCC3)nc2c1,3,-5,1.2,1.5,2.0,-1,1,-6,-1.5
COc1ccc2nc(-c3ccccc3)cc(C(=O)OCC(=O)N3CCCCC3)c2c1,-3,19,0.6,5.1,-0.3,2,-76,0,1.1
CCOc1ccc(NC(=O)c2c(O)[nH]c(=O)[nH]c2=O)cc1,-6,1,0.3,-0.5,-0.8,-7,-10,1,0.3

# 2 compounds picked at random from the list so far, as already listed:
SMILES,BoNT F protease,Y pestis TopoI,TcdB GH inh,BoNT-A LC inh2,FadD28 binding,Anthrax LF prot,CCHFV vOTU inh,PrPC surface inh,PfHsp40 yeast
COc1ccc(/C=C2\C(=N)N3N=C(CC(=O)N4CCCCC4)SC3=NC2=O)cc1,-9,3,0.8,-3.0,-5.0,-4,-1,0,-0.1
COC(=O)C1CCN(C(=O)c2ccc(OC)c(S(=O)(=O)N3CCCc4ccccc43)c2)CC1,0,7,0.6,-0.4,x,4,8,-5,0.4

# Source: PubChem BioAssay (several laboratories)
